# Screening results from PubChem.
# PP1 inh – PP1-alpha (human) inhibition in PP5 counter-screen; hit rate 0.9% among 320,000; purified PP1alpha, OMFP fluorescence; inhibition, % at 6.7 µM; P62136;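 active = inhibition above the mean inhibition of all tested compounds plus 3 SD, computed separately for each screening campaign, cut at about 15% in these data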
# EBNA-1 inh – blocks EBNA-1 binding to DNA; AID 1950; hit rate 0.34% among 300,000; EBNA-1 DNA binding, fluorescence polarization; inhibition, % at 14.8 µM; in the data active = inhibition above about 28%
# CTSL1 counter – cathepsin L1 inhibition, PFM18AAP counter-screen; inhibition, % at 5.96 µM; hit rate 0.49% among 300,000; recombinant F. hepatica cathepsin L1, Z-Leu-Arg-MCA fluorescence;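 active = inhibition above the mean of all tested compounds plus 3 SD, set per screening campaign, cut at about 17% in these data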;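 also: 0% = plate median of test compound wells and 100% = 1 µM Z-Phe-Ala-diazomethylketone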
# PREPL inhibitor – inhibits the human prolyl oligopeptidase-like enzyme | Q4J6C6 | recombinant PREPL, fluorescence polarization activity-based probe | inhibition, % at 5.96 µM | hit rate 0.68% among 320,000 | AID 2751; in the data active = inhibition above about 43%;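 also: 0% = enzyme with DMSO and 100% = wells lacking enzyme; many of its hits are not listed in these tables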
# Target sequence (Q4J6C6 whole entry, looked up): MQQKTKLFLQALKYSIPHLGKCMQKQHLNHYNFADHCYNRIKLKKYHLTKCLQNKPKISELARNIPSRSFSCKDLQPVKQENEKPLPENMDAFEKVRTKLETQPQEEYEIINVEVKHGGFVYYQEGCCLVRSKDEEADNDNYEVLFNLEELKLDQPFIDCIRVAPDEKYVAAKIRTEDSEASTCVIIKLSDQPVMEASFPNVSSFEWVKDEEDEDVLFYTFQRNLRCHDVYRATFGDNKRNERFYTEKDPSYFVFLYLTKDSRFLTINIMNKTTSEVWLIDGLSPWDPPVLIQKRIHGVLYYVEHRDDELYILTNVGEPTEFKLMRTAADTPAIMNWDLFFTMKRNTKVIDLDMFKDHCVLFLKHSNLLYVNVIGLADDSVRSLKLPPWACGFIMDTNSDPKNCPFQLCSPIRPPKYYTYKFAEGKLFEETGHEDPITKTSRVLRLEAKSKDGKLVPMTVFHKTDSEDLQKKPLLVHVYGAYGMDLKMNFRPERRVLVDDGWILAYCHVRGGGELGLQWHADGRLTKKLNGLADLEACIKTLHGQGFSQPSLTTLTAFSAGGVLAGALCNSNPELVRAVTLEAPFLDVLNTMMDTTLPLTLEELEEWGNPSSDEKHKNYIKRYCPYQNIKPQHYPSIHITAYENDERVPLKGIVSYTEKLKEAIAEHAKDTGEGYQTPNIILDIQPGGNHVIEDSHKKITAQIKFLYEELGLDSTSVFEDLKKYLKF
# HCV core dimer – HCV core protein dimerization inhibition | AID 1899 | hit rate 0.33% among 300,000 | TR-FRET GST/Flag-core106 dimerization, 1536-well | inhibition, % at 5 µM;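 active = inhibition above the mean of all tested compounds plus 3 SD, set per screening campaign, cut at about 45% in these data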
#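 System: GST-tagged and Flag-tagged HCV core protein residues 1-106 / Input: core106 proteins, GST 13.5 nM and Flag 17 nM / Buffer or medium: KF-containing HEPES buffer, pH 7.45, DTT, CHAPS, BSA / Probe or stimulus: Eu-anti-GST and XL665-anti-Flag labelled anti-tag antibodies / Schedule: 4 h, 22.5 °C incubation / Technique: TR-FRET 671 and 617 nm emission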
# TPT1 inhibitor – C. albicans TPT1 enzyme inhibition; recombinant caTPT1, FP RNA substrate dephosphorylation; inhibition, % at 5 µM; hit rate 0.81% among 300,000; AID 1962;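 active = inhibition above the mean of all tested compounds plus 3 SD, set per screening campaign, cut at about 24% in these data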;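 also: plate controls were DMSO alone for no effect and ferristatin control at 100 nM for full effect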
# PP5 inh – blocks human protein phosphatase 5 activity; P53041; purified PP5c, OMFP substrate fluorescence; inhibition, % at 6.7 µM; hit rate 0.18% among 320,000;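 active = inhibition above the campaign's mean inhibition across all tested compounds plus 3 SD, cut at about 9.5% in these data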;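 also: 0% = DMSO only and 100% = 100 µM cantharidin control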
# Efflux pump mplx – inhibitors of Candida antifungal efflux pumps expressed in yeast | S. cerevisiae Candida pump triplex, Nile Red efflux | inhibition, % at 10 µM | hit rate 0.44% among 330,000 | AID 485275;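 active = plate passing quality check with inhibition over a set limit, or well fluorescence over plate mean plus 4 SD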;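 also: Nile Red retained in pooled yeast measured as flow cytometry median fluorescence; 0% = buffer negative control and 100% = Enniatin B positive control; higher means more Nile Red kept so more efflux inhibition; some compounds called inactive have numbers as strong as hits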
# ZTA DNA inh – blocks Epstein-Barr virus ZTA, an EBNA-1 counter-screen. P03206. ZTA-DNA binding, fluorescence polarization. inhibition, % at 11 µM. hit rate 0.15% among 320,000. AID 2234; in the data active = inhibition above about 33%
# Target sequence (P03206 whole entry, looked up): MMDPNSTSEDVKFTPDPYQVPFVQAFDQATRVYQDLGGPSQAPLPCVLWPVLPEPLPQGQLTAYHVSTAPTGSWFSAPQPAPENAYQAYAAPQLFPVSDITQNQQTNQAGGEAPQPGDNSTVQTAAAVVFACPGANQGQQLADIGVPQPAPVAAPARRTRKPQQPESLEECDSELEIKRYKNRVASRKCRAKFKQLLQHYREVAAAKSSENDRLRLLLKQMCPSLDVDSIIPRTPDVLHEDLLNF
# * hit, by the source's call; x = no result given. An excerpt (hit frequency here may not be typical).
no.	Structure	PP1 inh	EBNA-1 inh	CTSL1 counter	PREPL inhibitor	HCV core dimer	TPT1 inhibitor	PP5 inh	Efflux pump mplx	ZTA DNA inh
1	CC(=O)N1CCN(CC(O)COc2ccc(Br)cc2)CC1 (stereo not given)	-1	6	1	2	9	-3	0.6	0.0	-15
2	NC(=O)c1ccsc1NC(=O)c1nc(-c2ccccc2)n(-c2ccccc2)n1	2	0	0	-8	25	0	0.8	-0.1	12
3	O=C(NCC1CCCN1S(=O)(=O)c1cccs1)c1ccc(Cl)cc1 (stereo not given)	2	-8	3	9	3	0	-0.2	0.1	-1
4	COc1ccccc1NC(=S)NC(=O)CC(C)C	1	-4	-1	4	-6	-10	1.8	-0.1	-1
5	CCCCC(=O)Nc1ncc(Br)s1	-1	-11	-3	11	-3	-2	2.4	0.1	-24
6	COc1ccc(S(=O)(=O)N2CCC(C(=O)NC3CC(C)(C)NC(C)(C)C3)CC2)cc1	-1	2	0	-1	-4	1	0.4	-0.2	-5
7	C/C(=N\NC(=O)Cc1ccc(Cl)cc1)c1ccc(F)cc1	0	5	2	-11	-1	-2	0.8	-0.1	1
8	CCn1c(SCC(=O)NCC2CCCO2)nc2cc(S(=O)(=O)N3CCCCC3)ccc21 (stereo not given)	3	13	-2	6	6	1	-0.3	-0.1	9
9	Cc1cc([N+](=O)[O-])ccc1NCc1ccco1	4	6	6	9	4	-2	1.3	0.1	9
10	O=C(CN1CCC(O)(c2ccc(F)cc2)CC1)NCc1ccc(F)cc1	1	-4	-1	-9	-1	-1	0.5	-0.1	-20
11	CCc1nnc(NC(=O)CSc2nnc(C3CCCCC3)n2-c2cccc(Cl)c2)s1	2	-5	-1	10	15	-5	2.7	0.3	4
12	CN=C1S/C(=C\c2cn(CC(=O)OC)c3ccccc23)C(=O)N1C	-1	1	4	6	-14	9	-1.3	0.0	5
13	COc1ccc(-c2noc(CSc3nc4ccccc4c(=O)n3-c3ccc(C)cc3)n2)cc1	1	3	1	-2	8	1	2.7	-0.1	2
14	COc1cc(-c2nnc3sc(Cc4ccc(Cl)cc4)nn23)cc(OC)c1OC	6	-2	4	54*	14	1	0.3	0.0	5
15	CN(CC(=O)Nc1ccc(F)c(F)c1)S(=O)(=O)c1cccc2nsnc12	-2	0	3	8	2	-5	1.2	-0.2	2
16	N#C/C(=C/c1cn(-c2ccccc2)nc1-c1cccc(OCc2ccc(F)cc2)c1)C(=O)NCCCn1ccnc1	22*	5	2	2	0	2	5.1	0.8	-6
17	O=C(CN1C(=O)c2ccccc2S1(=O)=O)Nc1ccccn1	-2	-7	-3	-2	-4	-3	1.0	-0.1	-5
18	CS/C(N)=N/S(=O)(=O)c1ccc(NC(C)=O)cc1	1	11	3	3	-5	-1	-0.6	-0.1	1
19	CCc1ccc(-c2ccc(C(=O)O)cc2)nc1	-2	-6	4	9	2	-1	0.0	0.1	-11
20	O=C(Nc1nc(-c2cccs2)cs1)c1ccc([N+](=O)[O-])o1	4	x	x	9	x	x	0.7	0.1	3

# Part of the list above in order of heavy-atom count, smallest number first:
no.	Structure	PP1 inh	EBNA-1 inh	CTSL1 counter	PREPL inhibitor	HCV core dimer	TPT1 inhibitor	PP5 inh	Efflux pump mplx	ZTA DNA inh
15	CN(CC(=O)Nc1ccc(F)c(F)c1)S(=O)(=O)c1cccc2nsnc12	-2	0	3	8	2	-5	1.2	-0.2	2
6	COc1ccc(S(=O)(=O)N2CCC(C(=O)NC3CC(C)(C)NC(C)(C)C3)CC2)cc1	-1	2	0	-1	-4	1	0.4	-0.2	-5
13	COc1ccc(-c2noc(CSc3nc4ccccc4c(=O)n3-c3ccc(C)cc3)n2)cc1	1	3	1	-2	8	1	2.7	-0.1	2

# Following part
no.	Structure	PP1 inh	EBNA-1 inh	CTSL1 counter	PREPL inhibitor	HCV core dimer	TPT1 inhibitor	PP5 inh	Efflux pump mplx	ZTA DNA inh
21	Cc1cc(NC(=O)COC(=O)C2CC(=O)N(c3cccc(C)c3C)C2)no1 (stereo not given)	0	5	-21	0	4	1	1.1	0.1	15
22	CNc1nc(Nc2ccccc2)nc(OCC(F)(F)F)n1	8	0	1	-4	7	-2	4.0	0.0	2
23	Cc1cc2cc(C)c(NCCNC(=O)c3ccccc3F)nc2cc1C	3	3	3	22	7	2	4.3	-0.1	4
24	COc1cccc(/C=C2\SC(=O)N(CCC(=O)NCCCn3ccnc3)C2=O)c1	-3	7	2	2	7	0	-1.2	0.3	16
25	Cn1c(=O)[nH]c(=O)c2c1nc(SCCO)n2CC(O)COc1ccccc1 (stereo not given)	-5	-13	4	14	-1	0	0.9	0.2	14
26	O=C(Nc1ccc(N2CCOCC2)cc1Cl)C1CCN(C(=O)OCc2ccccc2)CC1	2	-12	-2	1	3	2	2.6	0.0	8
27	O=C(NCc1ccccc1)C1CCCN(S(=O)(=O)c2ccc(-n3cnnn3)cc2)C1 (stereo not given)	0	-11	2	16	-11	-1	1.4	0.0	3
28	O=C(CNC(=O)c1ccc(Cl)cc1)N/N=C/C=C/c1ccccc1	9	3	3	-10	-6	2	3.9	0.1	1
29	Cc1nc(SCC(=O)NCC2CCCO2)c2cc(-c3ccccc3)sc2n1 (stereo not given)	-1	x	x	15	x	x	4.9	0.0	-3
30	NC(=O)C1CCN(C2CC(=O)N(c3cccc(F)c3)C2=O)CC1 (stereo not given)	-1	8	-4	-4	0	-3	-0.2	-0.2	0
31	c1ccc(N2N=C(c3cccs3)CC2c2ccco2)cc1 (stereo not given)	2	-3	2	11	2	3	3.6	0.0	11
32	O=C(CSc1nc(N2CCCCC2)nc(N2CCCCC2)n1)c1ccccc1	0	-8	-5	13	20	1	4.4	0.6	1
33	CCCN1CCC(NC(=O)Cc2ccccc2OC)CC1	1	5	0	9	13	-2	2.0	0.0	12
34	Cn1c(=O)c2c(nc(N3CCc4ccccc4C3)n2C)n(C)c1=O	0	-11	-4	13	3	2	-0.9	0.2	-8
35	C=C(C)C1CC=C(C)/C(=N/NC(=O)c2cccc([N+](=O)[O-])c2)C1 (stereo not given)	-2	3	5	8	4	1	1.4	-0.2	2
36	Cc1c(Cl)cccc1-n1c(SCC(=O)N(C)Cc2ccccc2)nnc1-c1ccncc1	-1	4	-1	-23	0	-4	-0.6	-0.1	0
37	COc1ccc(C2OC(=O)CC2C(=O)NCc2ccc(Cl)cc2)cc1OC (stereo not given)	2	8	-3	-9	2	-1	3.5	-0.1	9
38	CC(C)N1CC23C=CC(O2)C(C(=O)OCc2ccccc2)C3C1=O (stereo not given)	-5	4	5	8	-9	0	0.6	0.2	-15
39	COc1ccccc1/C=C/C(=O)NC(=S)NCC1CCCO1 (stereo not given)	-2	7	1	-2	2	0	1.1	-0.2	10
40	CCOCc1cn(CC(=O)c2ccc(Cl)cc2)c(C)nc1=N	-3	3	-2	0	-2	-5	2.0	0.0	-11

# For reference, some entries already given.
no.	Structure	PP1 inh	EBNA-1 inh	CTSL1 counter	PREPL inhibitor	HCV core dimer	TPT1 inhibitor	PP5 inh	Efflux pump mplx	ZTA DNA inh
21	Cc1cc(NC(=O)COC(=O)C2CC(=O)N(c3cccc(C)c3C)C2)no1 (stereo not given)	0	5	-21	0	4	1	1.1	0.1	15
22	CNc1nc(Nc2ccccc2)nc(OCC(F)(F)F)n1	8	0	1	-4	7	-2	4.0	0.0	2
23	Cc1cc2cc(C)c(NCCNC(=O)c3ccccc3F)nc2cc1C	3	3	3	22	7	2	4.3	-0.1	4
24	COc1cccc(/C=C2\SC(=O)N(CCC(=O)NCCCn3ccnc3)C2=O)c1	-3	7	2	2	7	0	-1.2	0.3	16
25	Cn1c(=O)[nH]c(=O)c2c1nc(SCCO)n2CC(O)COc1ccccc1 (stereo not given)	-5	-13	4	14	-1	0	0.9	0.2	14

# Carrying on.
no.	Structure	PP1 inh	EBNA-1 inh	CTSL1 counter	PREPL inhibitor	HCV core dimer	TPT1 inhibitor	PP5 inh	Efflux pump mplx	ZTA DNA inh
41	Cc1nn(Cc2ccccc2)c(C)c1C(=O)N1CCN(S(=O)(=O)/C=C/c2ccccc2)CC1	3	x	x	7	x	x	1.6	0.2	2
42	NC(=O)Cn1cnc2nc3n(c2c1=O)CCC3	2	-11	-2	-14	0	2	-1.5	0.6	-24
43	CCOc1ccc(C(=O)NC(=S)Nc2cccc(NC(=O)c3ccco3)c2)cc1[N+](=O)[O-]	3	15	2	-16	16	-1	2.9	-0.1	-9
44	O=C1c2ccccc2NC(c2ccccc2O)N1NS(=O)(=O)c1ccccc1 (stereo not given)	3	-3	2	-4	2	-7	0.6	-0.1	0
45	O=c1cc(-c2ccccc2F)oc2ccccc12	0	-3	-2	-36	7	-3	-0.9	0.1	-9
46	NC(=O)c1ccc(N2CCN(c3ccc(O)cc3)CC2)c([N+](=O)[O-])c1	-1	-10	-1	4	-1	-3	2.4	0.0	-8
47	Cc1ccc(C(=O)NCC(=O)N2CCC(Cc3ccccc3)CC2)cc1	-3	2	5	-5	-5	-1	-5.6	0.6	-11
48	Cc1ccc(S(=O)(=O)N2CCCC(c3nnc4n3-c3ccccc3SC4)C2)cc1 (stereo not given)	1	-1	7	-10	4	-2	-0.1	0.0	3
49	N#C/C(=C\C=C\c1ccccc1)C(=O)NCc1cccnc1	1	6	8	-20	1	-1	-1.5	-0.1	-1
50	Cc1ccc(/C=C2/C(=N)N3N=C(CC(=O)N4CCCC4)SC3=NC2=O)o1	0	-22	6	8	-17	7	0.9	-0.1	11
51	CNS(=O)(=O)c1ccc(NC(=O)c2ccccn2)cc1	-1	-6	1	8	2	2	-7.0	0.7	12
52	O=C1CCC([N+](=O)[O-])C(c2cccc([N+](=O)[O-])c2)N1 (stereo not given)	-2	0	0	20	-3	0	-1.3	-0.1	-19
53	CCOC(=O)c1c(NC(=O)COC(=O)c2nccnc2N)sc(C(=O)N(C)C)c1C	-5	2	4	-5	0	2	-3.3	-0.1	11
54	C=CCN1CC(O)=C(c2ccccc2)C1=N	-3	4	0	7	-3	1	-2.9	-0.1	13
55	O=C(O)C1CCCCN1S(=O)(=O)c1cccc2nsnc12 (stereo not given)	-2	12	0	8	-8	3	-0.2	0.2	5
56	COC(C(=O)Nc1ccc(C(N)=O)cc1)c1ccccc1 (stereo not given)	-1	-2	-2	-12	1	1	0.7	0.2	-7
57	O=C(NC(=O)c1ccccc1O)c1ccc2c(c1)CCO2	-1	-12	0	5	-2	-2	2.4	0.1	-4
58	CC(C)(C)c1csc(NC(=O)c2ccc(Br)o2)n1	-2	-7	2	6	-2	0	0.1	-0.5	-13
59	Oc1ccc(Br)cc1/C=N/NC(=S)NCCc1ccccc1	1	-9	-2	-5	2	1	3.9	0.0	2
